IDE exosite inh – exo-site inhibitors of human insulin-degrading enzyme; purified IDE, FL-6b probe fluorescence polarization; active compounds read low; z-score at 20 µM; 17,000 compounds, 6.3% hits;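 active = z-score of -3 or lower, meaning strong loss of probe binding signal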;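 note: His-tagged human IDE residues 42-1019 made in E. coli with 30 nM FL-6b probe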
Target sequence (P14735 42-1019 limits assumed): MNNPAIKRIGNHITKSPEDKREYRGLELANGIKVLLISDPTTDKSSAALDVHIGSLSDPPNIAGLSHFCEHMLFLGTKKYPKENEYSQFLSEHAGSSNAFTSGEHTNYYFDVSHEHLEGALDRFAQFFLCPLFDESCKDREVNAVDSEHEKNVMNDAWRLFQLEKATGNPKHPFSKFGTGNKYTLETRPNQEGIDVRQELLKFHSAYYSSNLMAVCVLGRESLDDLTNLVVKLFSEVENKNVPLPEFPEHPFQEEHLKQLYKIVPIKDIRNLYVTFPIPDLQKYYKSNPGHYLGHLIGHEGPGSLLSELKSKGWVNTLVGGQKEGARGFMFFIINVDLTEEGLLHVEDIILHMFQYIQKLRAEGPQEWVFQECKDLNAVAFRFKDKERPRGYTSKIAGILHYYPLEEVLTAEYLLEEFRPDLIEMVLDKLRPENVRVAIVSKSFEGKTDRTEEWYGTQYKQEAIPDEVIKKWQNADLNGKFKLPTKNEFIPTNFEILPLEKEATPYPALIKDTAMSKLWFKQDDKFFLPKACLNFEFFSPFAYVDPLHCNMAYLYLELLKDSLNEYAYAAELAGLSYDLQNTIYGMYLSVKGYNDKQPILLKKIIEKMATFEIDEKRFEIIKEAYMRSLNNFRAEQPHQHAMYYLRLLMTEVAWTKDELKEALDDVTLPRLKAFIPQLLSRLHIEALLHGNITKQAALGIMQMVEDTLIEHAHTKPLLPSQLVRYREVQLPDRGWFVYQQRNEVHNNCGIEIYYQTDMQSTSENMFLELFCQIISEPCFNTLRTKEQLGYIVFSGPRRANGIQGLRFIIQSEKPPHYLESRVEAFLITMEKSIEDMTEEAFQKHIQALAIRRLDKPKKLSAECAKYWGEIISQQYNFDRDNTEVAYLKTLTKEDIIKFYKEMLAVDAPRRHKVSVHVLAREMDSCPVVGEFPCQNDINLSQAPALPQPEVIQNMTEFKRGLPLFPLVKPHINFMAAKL
Starred values were filed as active, the others as inactive; & = joins results of further samples.

compound	IDE exosite inh
CC(=O)NC[C@H]1[C@@H](c2ccc(C#C[C@@H](C)O)cc2)[C@@H](CO)N1Cc1ccccn1	-0.39
COCC(=O)Nc1ccc2c(c1)[C@H]1C[C@H](CC(=O)N[C@H](C)c3ccccc3)O[C@@H](CO)[C@H]1O2	-1.5
O=C(Nc1ccccc1F)N1CC(=O)N2[C@H](CO)[C@H](c3ccc(C#CC4CCCC4)cc3)[C@H]2C1	4.5
COc1ccc(C#Cc2ccc3c(c2)[C@@H]2[C@@H](CCN2S(=O)(=O)c2ccccc2C)[C@H](CO)N3C)cc1	2.2
O=C(NCC[C@@H]1CC[C@H](NS(=O)(=O)c2ccc(F)cc2)[C@@H](CO)O1)c1ccc2c(c1)OCO2	1.7
COc1ccc(C(=O)Nc2ccc3c(c2)C(=O)N(C)[C@@H]2CC[C@H](CC(=O)NCC4CC4)O[C@H]2CO3)cc1	0.33
CN1C(=O)c2cc(NC(=O)Nc3ccc(Cl)cc3)ccc2OC[C@H]2O[C@@H](CC(=O)NCCN3CCCCC3)CC[C@@H]21	-4.7*
COCC(=O)N1C[C@@H](C)[C@H](OC)CN(C)C(=O)c2ccc(NC(=O)Nc3cccc(F)c3)cc2OC[C@H]1C	0.15
Cc1noc(C)c1S(=O)(=O)N1[C@@H]2CNC[C@H]1C2c1ccc(-c2ccccc2)cc1 (some centres undefined)	0.76
O=C(Nc1ccc(F)cc1)N1CC(=O)N2[C@H](C1)[C@@H](c1ccc(C#Cc3ccccc3)cc1)[C@@H]2CO	0.38
CS(=O)(=O)N1[C@H](C#N)[C@@H](c2ccccc2-c2ccc(F)cc2)[C@@H]1CO	2.5
COCC(=O)N1[C@@H](C#N)[C@@H](c2ccccc2C2=CCCCC2)[C@@H]1CO	0.26
COc1ccc(S(=O)(=O)N(C)C[C@@H]2Oc3c(cccc3N(C)C)C(=O)N([C@H](C)CO)C[C@@H]2C)cc1	-0.0043
C/C=C/c1ccc([C@H]2[C@@H](CO)N(C(=O)CC3CC3)[C@H]2CNC(C)C)cc1	2.7
C/C=C/c1ccc([C@@H]2[C@@H](CO)N(C(=O)NC(C)C)C23CN(Cc2ccc(OC)cc2)C3)cc1	1.9
CN(C)C(=O)c1cccc(-c2ccc([C@H]3[C@@H](CO)N4CCCCN(C(=O)C5CCC5)C[C@H]34)cc2)c1	0.52
Cc1ccccc1S(=O)(=O)N1[C@@H](C#N)[C@@H](c2ccc(C#CC3CCCCC3)cc2)[C@@H]1CO	2.6
Cc1cc(C(=O)Nc2ccc3c(c2)C(=O)N(C)[C@H]2CC[C@H](CC(=O)NCc4ccc(-c5ccccc5)cc4)O[C@@H]2CO3)no1	-0.028
COc1ccc2c3c(n(C)c2c1)[C@@H](CO)N(Cc1ccccc1)CC31CN(C(=O)c2ccccc2F)C1	0.9
O=C(CC(F)(F)F)N1C[C@@H]2[C@H](c3ccccc31)[C@@H](CO)N2C(=O)c1ccncc1	3.8

The last 3 compounds of the section above open the next one:
compound	IDE exosite inh
Cc1cc(C(=O)Nc2ccc3c(c2)C(=O)N(C)[C@H]2CC[C@H](CC(=O)NCc4ccc(-c5ccccc5)cc4)O[C@@H]2CO3)no1	-0.028
COc1ccc2c3c(n(C)c2c1)[C@@H](CO)N(Cc1ccccc1)CC31CN(C(=O)c2ccccc2F)C1	0.9
O=C(CC(F)(F)F)N1C[C@@H]2[C@H](c3ccccc31)[C@@H](CO)N2C(=O)c1ccncc1	3.8
O=C([C@H]1[C@H](CO)[C@H]2Cn3c(cccc3=O)[C@H]2N1C(=O)C1CCCCC1)N1CCOCC1	1.8
Cc1ccccc1-c1ccc([C@H]2[C@H]3CN(C(=O)c4ccc(F)cc4)CC(=O)N3[C@H]2CO)cc1	-4.3*
COCC(=O)N1[C@@H]2CNc3ccccc3[C@@H]2[C@@H]1CO	-0.41
COCC#Cc1ccc([C@@H]2[C@@H](CO)N3C(=O)CN(C(=O)Nc4ccc(F)cc4)C[C@H]23)cc1	3.7
CCC(=O)N1[C@H](CO)[C@@H](c2ccc(-c3cccc(F)c3)cc2)[C@H]1CNC(C)=O	4.8
CN(C)CC(=O)N1[C@H](C#N)[C@H](c2ccc(-c3cccc(C(=O)N(C)C)c3)cc2)[C@H]1CO	-1.9
CCS(=O)(=O)NCC[C@H]1CC[C@H](NS(=O)(=O)c2ccccc2C)[C@@H](CO)O1	0.51
O=C(CCN1CCCCC1)N[C@@H]1CC[C@@H](CC(=O)N2CCC(Cc3ccccc3)CC2)O[C@H]1CO	0.77
CC(C)C#Cc1ccc([C@H]2[C@H]3CN(C(=O)c4ccc5c(c4)OCO5)CC(=O)N3[C@H]2CO)cc1	-0.2
C[C@@H]1CN([C@H](C)CO)C(=O)c2ccccc2-c2ccccc2CO[C@@H]1CN(C)S(=O)(=O)c1cccc(C#N)c1	-0.39
CC(=O)NC[C@H]1[C@@H](c2ccc(C#Cc3ccccc3F)cc2)[C@@H](CO)N1C(C)=O	0.14
Cc1ccccc1-c1cnc2c(c1)C(=O)N([C@H](C)CO)C[C@@H](C)[C@H](CN(C)Cc1ccccc1F)O2	-0.53
N#C[C@H]1[C@H](c2ccc(C3=CCCCC3)cc2)[C@@H](CO)N1S(=O)(=O)c1cccc(F)c1	1.7
C[C@H](CO)N1C[C@H](C)[C@H](CN(C)Cc2ccc3c(c2)OCO3)Oc2ccc(NC(=O)C3CCCCC3)cc2C1=O	1.1
C[C@@H](NC(=O)C[C@H]1C=C[C@@H](NS(=O)(=O)c2cccc(F)c2)[C@H](CO)O1)c1ccccc1	1.4
COc1cccc(-c2ccc([C@H]3[C@H]4CN(CC5CC5)CCCCN4[C@H]3CO)cc2)c1	-4.1*
O=S(=O)(c1ccccc1)N1[C@H](CO)[C@@H]2c3ccccc3NC[C@@H]21	0.17
CCCNC(=O)N(Cc1cccnc1)C[C@H]1N[C@H](CO)[C@@H]1c1ccccc1	-1.3
CCC(=O)N1CC(=O)N2[C@@H](CO)[C@@H](c3ccc(-c4ccc(C#N)cc4)cc3)[C@@H]2C1	-0.38
O=C(c1ccc(F)cc1)N1CC(=O)N2[C@H](CO)[C@H](c3ccc(-c4ccccc4)cc3)[C@H]2C1	-0.52

Retrieved by compound from above (6):
compound	IDE exosite inh
COc1cccc(-c2ccc([C@H]3[C@H]4CN(CC5CC5)CCCCN4[C@H]3CO)cc2)c1	-4.1*
Cc1ccccc1-c1ccc([C@H]2[C@H]3CN(C(=O)c4ccc(F)cc4)CC(=O)N3[C@H]2CO)cc1	-4.3*
CCCNC(=O)N(Cc1cccnc1)C[C@H]1N[C@H](CO)[C@@H]1c1ccccc1	-1.3
C[C@@H]1CN([C@H](C)CO)C(=O)c2ccccc2-c2ccccc2CO[C@@H]1CN(C)S(=O)(=O)c1cccc(C#N)c1	-0.39
O=C(c1ccc(F)cc1)N1CC(=O)N2[C@H](CO)[C@H](c3ccc(-c4ccccc4)cc3)[C@H]2C1	-0.52
COCC(=O)N1[C@@H]2CNc3ccccc3[C@@H]2[C@@H]1CO	-0.41

Additional compounds follow:
compound	IDE exosite inh
Cc1ccc(S(=O)(=O)N2[C@@H]3CNC[C@H]2C3c2ccc(-c3cccc(C#N)c3)cc2)cc1 (some centres undefined)	3.5&3.8
O=C(O)C[C@H]1C[C@@H]2c3cc(NC(=O)Cc4ccncc4)ccc3O[C@@H]2[C@@H](CO)O1	0.51
Cc1noc(C)c1NC(=O)Nc1ccc2c(c1)C(=O)N([C@@H](C)CO)C[C@H](C)[C@@H](CN(C)S(=O)(=O)c1cccs1)OCCCC[C@@H](C)O2	1.6
C[C@H]1CN([C@@H](C)CO)C(=O)c2c(c3ccccc3n2C)-c2ccccc2CO[C@H]1CN(C)C	-0.0079
COc1ccccc1C#Cc1ccc([C@H]2[C@H](CO)N3CCCCN(S(C)(=O)=O)C[C@@H]23)cc1	-8.1*
O=C(Nc1ccc(F)cc1)N1CCCCN2[C@@H](CO)[C@H](c3ccc(C#Cc4ccccn4)cc3)[C@@H]2C1	-0.91
OC[C@H]1[C@@H]2c3ccccc3NC[C@@H]2N1Cc1ccccc1Cl	2.2
CCCC#Cc1ccc([C@@H]2[C@H](CO)N3CCCCN(CC4CCOCC4)C[C@@H]23)cc1	3.2
O=C(c1ccc2c(c1)OCO2)N1CC[C@@H]2[C@H]1c1cc(C#Cc3ccccc3)ccc1N[C@@H]2CO	2.2
N#C[C@@H]1[C@@H](c2ccc(C#CC3CC3)cc2)[C@H](CO)N1C(=O)Cc1ccccn1	3
O=C(C1CCOCC1)N1CC(=O)N2[C@H](C1)[C@H](c1ccc(Br)cc1)[C@@H]2CO	3.1
CN1c2ccc(Br)cc2[C@@H]2[C@@H](CCN2C(=O)CN2CCOCC2)[C@@H]1CO	2
O=C1CN(Cc2ccccc2)C[C@@H]2[C@H](c3ccc(-c4ccccc4F)cc3)[C@@H](CO)N12	1.2
C[C@H]1CC(=O)N[C@H](c2ccccc2)C/C=C\C[C@H](c2ccc3c(c2)OCO3)NC1=O	0.55
COc1ccccc1-c1ccc(C2[C@H]3CNC[C@@H]2N3Cc2ccc(F)cc2)cc1 (some centres undefined)	-0.24
COCC(=O)Nc1ccc2c(c1)OC[C@H](C)N(C)C[C@@H](C)[C@@H](OC)CN(C)C2=O	-0.2
COc1ccc2c3c([nH]c2c1)[C@H](CO)N(Cc1ccncc1)CC31CN(C(=O)CN(C)C)C1	-0.94
N#Cc1cccc(-c2ccc([C@H]3[C@H](CO)N4CCCCN(C(=O)Nc5ccccc5)C[C@@H]34)cc2)c1	2.9
COc1ccccc1C#Cc1ccc([C@H]2[C@@H](CO)N3CCCCN(C(=O)C4CCC4)C[C@@H]23)cc1	-7.6*
CCC(=O)NC[C@@H]1[C@@H](c2ccc(-c3ccccc3)cc2)[C@@H](CO)N1C(=O)C1CC1	-2.5

compound	IDE exosite inh
O=C(C[C@@H]1CC[C@@H]2[C@H](COC[C@@H](O)CN2Cc2ccc(Oc3ccccc3)cc2)O1)N1CCN(c2ccccc2)CC1	-1
OC[C@@H]1[C@H](c2ccc(-c3cccc(F)c3)cc2)[C@@H]2CN(CCC(F)(F)F)CCCCN12	3.6
CS(=O)(=O)N1[C@H](C#N)[C@H](c2ccccc2-c2ccc(F)cc2)[C@H]1CO	1.8
O=C(C[C@@H]1C[C@@H]2c3cc(NS(=O)(=O)c4ccccc4)ccc3O[C@@H]2[C@@H](CO)O1)N1CCOCC1	1.7
Cc1ccccc1S(=O)(=O)N1CC(=O)N2[C@H](CO)[C@@H](c3ccc(C#CC4CC4)cc3)[C@H]2C1	1.4
CCCNC(=O)N1CC(=O)N2[C@@H](CO)[C@H](c3ccc(-c4cccc(C)c4)cc3)[C@@H]2C1	-16*
CN1C(=O)c2cc(NC(=O)Cc3cccs3)ccc2OC[C@H]2O[C@H](CC(=O)NCc3ccc(-c4ccccc4)cc3)CC[C@@H]21	-0.74
CCN1CC(=O)N2[C@H](CO)[C@H](c3ccc(Br)cc3)[C@@H]2C1	0.81
C[C@@H]1CCCCO[C@H](CN(C)S(=O)(=O)c2cn(C)cn2)[C@H](C)CN([C@@H](C)CO)C(=O)c2cc(NC(=O)Nc3cccc4ccccc34)ccc2O1	-1.7
CC(C)[C@H]1C(=O)NCCC=CC[C@H](C)Oc2ccccc2C(=O)N1C (mixture of isomers)	0.33
O=C(Cc1ccccc1)N1CC(=O)N2[C@H](CO)[C@@H](c3ccc(Br)cc3)[C@H]2C1	0.34
CN(C[C@H]1[C@H](c2ccccc2)[C@H](CO)N1Cc1ccccn1)S(C)(=O)=O	-0.6
COc1cccc(C#Cc2ccc([C@@H]3[C@H](CO)N4C(=O)CN(C(=O)Cc5ccccc5)C[C@@H]34)cc2)c1	-0.78
CN1CCN(C(=O)C[C@@H]2CC[C@H]3[C@H](COc4ccc(NC(=O)C5CCOCC5)cc4C(=O)N3C)O2)CC1	-0.53
CCC(=O)N1[C@H](CO)[C@H](c2ccccc2)C12CN(C(=O)CN1CCOCC1)C2	-0.5
N#C[C@H]1[C@@H](c2ccccc2)[C@H](CO)N1S(=O)(=O)c1cccc(F)c1	0.64
CC(C)C#Cc1ccc([C@@H]2[C@@H](C#N)N(C(=O)c3ccccn3)[C@H]2CO)cc1	0.5
COCC(=O)N1[C@H](C#N)[C@H](c2ccccc2C2=CCCC2)[C@@H]1CO	-0.79
C[C@@H](NC(=O)C[C@@H]1C=C[C@H](NS(=O)(=O)c2cccc(F)c2)[C@@H](CO)O1)c1ccccc1	3.1
O=C(c1cccnc1)N1CC(=O)N2[C@H](C1)[C@@H](c1ccc(-c3ccc(F)cc3)cc1)[C@@H]2CO	-1.9

compound	IDE exosite inh
CC(C)C#Cc1ccc([C@@H]2[C@@H](CO)N3CCCCN(C(=O)c4ccc(F)cc4)C[C@@H]23)cc1	1
C[C@@H]1CN([C@H](C)CO)C(=O)CCCn2cc(nn2)CO[C@H]1CN(C)C(=O)Nc1cccc2ccccc12	-0.16
O=C(C[C@H]1CC[C@H]2[C@@H](COC[C@@H](O)CN2S(=O)(=O)c2cccc(F)c2)O1)NCc1ccncn1	1.7
CC(C)(O)C#Cc1ccc([C@@H]2[C@@H](CO)N3CCCCN(S(C)(=O)=O)C[C@@H]23)cc1	-1.4
COCC(=O)N(C)C[C@H]1[C@H](c2ccccc2)[C@@H](CO)N1C(=O)NC(C)C	2.8
O=C(CN1CCOCC1)N1CCCCN2[C@H](CO)[C@H](c3ccc(C#Cc4ccccc4)cc3)[C@@H]2C1	-13*
COC(=O)c1ccc(CN2CC(=O)N3[C@@H](CO)[C@@H](c4ccc(-c5cccnc5)cc4)[C@@H]3C2)cc1	0.48
O=C(C1CCOCC1)N1CC(=O)N2[C@@H](CO)[C@H](c3ccc(/C=C/c4ccccc4)cc3)[C@@H]2C1	-4.5*
COc1ccc(C#Cc2ccc([C@H]3[C@H]4CN(C(=O)Nc5ccccc5F)CCCCN4[C@H]3CO)cc2)cc1	3
Cc1cccc(-c2ccc([C@H]3[C@@H](CO)N4C(=O)CN(C(=O)c5cnccn5)C[C@@H]34)cc2)c1	-9.3*

An excerpt; the hit share may differ from the screen's.
